# HCV inh: qHTS Assay for Inhibitors of Hepatitis C Virus (HCV); Huh7.5.1 HCVcc-Cre infection, luciferase reporter, 44 h; 3.4% of 340,000 active; Potency, µM (titrated, usually from 41.8 µM), without a hit: at the top dose activity change, negative = inhibition, actives largely listed as inhibitors; also: potency is read from the fitted curve at half-maximal effect
#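 Infectious HCV cell culture screen: compound-treated cells (1,000/well, pre-plated 4 h) are infected with HCVcc-Cre at roughly 0.5 moi and grown 44 h. Infection is quantified by luciferase signal after 15 min substrate incubation at room temperature.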
# Sm TGR inh: qHTS Assay for the Inhibitors of Schistosoma Mansoni Peroxiredoxins | purified TGR, DTNB reduction, TNB absorbance 405 nm | Potency, µM (highest dose often 114 µM), for the others: at the highest dose activity change, negative = inhibition, hits mostly inhibitors | 3% of 360,000 active | AID 485364, 2010; also: potency is read from the fitted curve at half-maximal effect; nearly all actives have a fitted effect of over 60% in size
#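 Kinetic colorimetric format: TGR-catalysed, NADPH-driven DTNB reduction monitored via TNB absorbance. Enzyme dispensed at 20 nM; compound exposure 15 min at room temperature before reaction start.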
# AmpC inh detg: qHTS Inhibitors of AmpC Beta-Lactamase (assay with detergent) | P00811 | AmpC hydrolysis of nitrocefin, absorbance 480 nm, 0.01% Triton | Potency, µM (doses to about 114 µM), for inactives: at the highest dose activity change, negative = inhibition, most hits filed as inhibitors | 0.041% of 370,000 active | AID 485294, 2010;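 also: potency is read from the fitted curve at half-maximal effect; 0% = no-compound wells and -100% = no-enzyme wells; nearly all actives have a fitted effect of over 25% in size; some results filed as inactive show a strong effect at the top dose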
# Target sequence (P00811 whole entry, looked up): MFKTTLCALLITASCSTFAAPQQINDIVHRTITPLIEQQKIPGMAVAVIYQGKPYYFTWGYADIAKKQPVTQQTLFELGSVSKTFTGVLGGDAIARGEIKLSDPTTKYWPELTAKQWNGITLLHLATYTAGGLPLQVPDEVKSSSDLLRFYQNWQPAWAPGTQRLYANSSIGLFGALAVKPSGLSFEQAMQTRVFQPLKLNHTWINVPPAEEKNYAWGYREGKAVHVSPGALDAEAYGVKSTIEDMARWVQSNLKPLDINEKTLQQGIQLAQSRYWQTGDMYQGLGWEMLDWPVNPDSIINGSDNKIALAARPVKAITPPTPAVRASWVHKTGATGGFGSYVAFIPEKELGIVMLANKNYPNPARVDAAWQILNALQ
#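 AmpC (5.3 nM in the dispensed reagent) in 20 mM phosphate pH 7.0 with 0.01% (detergent screen) or 0.0001% Triton X-100 was preincubated with compounds for 15 min at room temperature. Nitrocefin was then added from an 800 uM solution, and hydrolysis was followed at 480 nm.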
# HCMV inh: qHTS Assay for inhibitors of the human cytomegalovirus (HCMV); HFF cells, HCMV-luciferase reporter, 72 h; active compounds read low; activity change, negative = inhibition, % at 57.5 µM; 4.5% of 410,000 active; AID 1259415, 2018; in the data active = activity change below about -60%; inconclusive = no clear call, values can overlap the other calls; inactive = above about -39%
#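 HFF cells seeded 16 h at 37C, treated with compounds, infected with luciferase-reporter HCMV at MOI 1 PFU/cell; luciferase read at 72 h post infection, normalized to buffer-only and Salinomycin controls.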
# Giardia FBPA inh: qHTS Assay for Inhibitors of Fructose-1,6-bisphosphate Aldolase from Giardia Lamblia | A8B2U2 | purified Giardia FBPA | Potency, µM (series often up to 59.6 µM), inactives show top-dose activity, negative = inhibition, usual class: inhibitors | 0.71% of 290,000 active; also: potency is read from the fitted curve at half-maximal effect; nearly all actives have a fitted effect of over 55% in size
# Target sequence (A8B2U2 whole entry, looked up): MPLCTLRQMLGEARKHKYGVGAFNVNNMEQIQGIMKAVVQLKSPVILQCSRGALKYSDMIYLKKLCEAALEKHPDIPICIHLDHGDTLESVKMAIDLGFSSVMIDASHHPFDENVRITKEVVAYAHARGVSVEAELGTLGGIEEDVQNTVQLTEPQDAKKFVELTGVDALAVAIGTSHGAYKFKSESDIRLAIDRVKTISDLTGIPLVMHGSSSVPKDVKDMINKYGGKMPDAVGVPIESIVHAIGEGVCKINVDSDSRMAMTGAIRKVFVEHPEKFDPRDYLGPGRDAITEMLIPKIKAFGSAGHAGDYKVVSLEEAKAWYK
#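 40 nM FBPA preincubated 10 min at RT with compound (up to 57.5 uM final), then substrate plus GAPDH/TPI/NAD/arsenate coupling and diaphorase/resazurin added. Fluorescence read after 20 min at RT, 525/598 nm.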
# AmpC inh no detg: qHTS Inhibitors of AmpC Beta-Lactamase (assay without detergent); P00811; AmpC nitrocefin hydrolysis, absorbance 480 nm, 0.0001% Triton; Potency, µM (series often up to 57.1 µM), without a hit: at the top dose activity change, negative = inhibition, hits mostly inhibitors; 0.52% of 330,000 active;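 also: potency is read from the fitted curve at half-maximal effect; plate controls were no compound for no effect and no enzyme for full effect; nearly all actives have a fitted effect of over 20% in size; some results filed as inactive show a strong effect at the top dose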
#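 20 mM phosphate pH 7.0 + 0.01% (detergent screen) or 0.0001% Triton X-100; 5.3 nM AmpC reagent; cpd preinc 15 min RT; nitrocefin (800 uM stock) to start; A480 q20 s × 4 min; Activity was normalised to no-enzyme and no-compound control wells.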
# Active calls of the source: *; ? = inconclusive; . = no result given; [ ] = dose if it differs, or a comment. Unless noted, calls follow the shape of the dose curve; as a rule, active = well fitted curve in the direction sought with a large enough effect; inconclusive = small, poorly fitted or top-dose-only effect, or another doubt; inactive = no such curve, though single readings can be large; an effect the other way counts as inactive or inconclusive. Unless noted, % is scaled to controls: 0 for no effect and ±100 for the full control effect. Rows were taken by chance (roughly 9.9% active in at least one column).
SMILES,HCV inh,Sm TGR inh,AmpC inh detg,HCMV inh,Giardia FBPA inh,AmpC inh no detg
Cc1ccccc1NC(=O)CC1(c2ccc(N(C)C)cc2)C(=O)c2ccccc2C1=O,-23%,-24%,?,19,-1%,26%
CC(=O)Nc1ccc(S(=O)(=O)NC(CC(=O)N(C)Cc2ccccc2)C(C)C)cc1 (configuration not stated),15%,2%,-3%,3,2%,3%
Cc1ccc(C(=O)NNC(=O)c2ccc(Br)s2)cc1S(=O)(=O)N1CCOCC1,0%,6%,?,-12,.,-55%
c1ccc2cc3[nH]c(CN4CCCCC4)nc3cc2c1,-5%,-2%,-17%,47,1%,2%
Cc1ccc(C(=O)N/C(=C\c2cccs2)C(=O)NCCc2ccccn2)cc1C,7%,-3%,3%,?,7%,1%
Cc1noc(NS(=O)(=O)c2ccc(N/C=C\C(=O)c3cccs3)cc2)c1C,-1%,.,7%,-6,26%,-25%
O=c1[nH]c(=O)n(C2CCCO2)cc1Br (configuration not stated),0%,1%,2%,4,1%,-8%
CCOc1ccccc1NC(=O)C(OC(=O)c1ccccc1O)c1ccccc1 (configuration not stated),2%,-11%,-7%,26,-2%,-40%
CC(C(=O)N1CCCc2ccccc21)N1CCN(c2ccccn2)CC1 (configuration not stated),19%,-3%,2%,?,?,-3%
Cc1ccc(OCC(=O)Nc2ccc(N3CCCC3)cc2)cc1C,?,?,-2%,21,?,30%
COc1ccc(CCNC(=O)COC(=O)C23CC4CC(CC(C4)C2)C3)cc1,-4%,-4%,-4%,-19,0%,49%
CCC1CN(C(=O)Nc2ccc(C)c(F)c2)c2ccccc2S1 (configuration not stated),.,-2%,-3%,22,.,.

# Full records, quoted from the list. Order of values: HCV inh, Sm TGR inh, AmpC inh detg, HCMV inh, Giardia FBPA inh, AmpC inh no detg
# `CC(=O)Nc1ccc(S(=O)(=O)NC(CC(=O)N(C)Cc2ccccc2)C(C)C)cc1` (configuration not stated) reads 15%, 2%, -3%, 3, 2%, 3%
# `Cc1ccccc1NC(=O)CC1(c2ccc(N(C)C)cc2)C(=O)c2ccccc2C1=O` reads -23%, -24%, ?, 19, -1%, 26%
# `O=c1[nH]c(=O)n(C2CCCO2)cc1Br` (configuration not stated) reads 0%, 1%, 2%, 4, 1%, -8%
# `Cc1ccc(OCC(=O)Nc2ccc(N3CCCC3)cc2)cc1C` reads ?, ?, -2%, 21, ?, 30%
# `c1ccc2cc3[nH]c(CN4CCCCC4)nc3cc2c1` reads -5%, -2%, -17%, 47, 1%, 2%

# The results go on:
SMILES,HCV inh,Sm TGR inh,AmpC inh detg,HCMV inh,Giardia FBPA inh,AmpC inh no detg
CN(C)C(=O)c1coc2nc3ccccc3nc12,-11%,2%,3%,5,0%,-10%
Cn1c(=O)c(C=Nc2ccccc2)c(O)c2ccccc21,.,10%,-2%,.,-4%,22%
Nc1ccccc1Sc1cc(Cl)nnc1Cl,-15%,?,-15%,67,-5%,-18%
CCCCn1c(N)c(N(CCOC)C(=O)CSc2ccc([N+](=O)[O-])cc2)c(=O)[nH]c1=O,5%,5%,2%,10,.,1%
COc1ccc(NC(=O)NNC(=O)c2ccc(-c3ccccc3)cc2)cc1,?,5%,3%,4,1%,-48%
COc1ccc(OCCOCCN2CCOCC2)cc1,26%,1%,-10%,46,-24%,-3%
COc1ccc(-c2n(-c3ccccn3)c3ccccc3[n+]2-c2ccccn2)cc1,6%,2%,2%,?,1%,-1%
O=C(CN1CCN(C(=O)CNC(=O)c2ccc3c(c2)OCO3)CC1)Nc1ccccc1Cl,13%,-14%,-11%,-1,.,27%
Cc1[nH]c2ccc(C(=O)N3CCCCC3)cc2c1C,16%,-7%,2%,26,1%,-21%
O=C(NCc1ccccc1)c1ccc[n+]([O-])c1,13%,-23%,?,50,-8%,-16%
O=C(Nc1cc(C(F)(F)F)ccc1F)C1CCC1,13%,11%,?,-5,-4%,-9%
COc1cc(OC)c(NC(=O)Nc2cccc(OCc3cc(=O)n4ccccc4n3)c2)cc1Cl,.,-9%,-2%,10,.,.
CN1C(C(=O)NCC2CC2)CC2Cn3c(nc4ccccc43)C21 (configuration not stated),22%,-12%,-4%,-11,.,-17%
Cc1ccc(N(CCC(=O)O)S(=O)(=O)c2ccc(C)cc2)cc1,2%,3%,-2%,-7,19%,-18%
COc1ccc(/C=C2/SC(=S)N(n3c(C)ccc3C)C2=O)cc1,-21%,-1%,2%,-16,-4%,-6%
COc1cc(/C=N/Nc2nc(Nc3ccccc3)nc(N3CCOCC3)n2)ccc1OC(=O)c1ccco1,?,-3%,4%,35,-8%,25%
COCCNC(=S)N1CCC(NC(=O)C23CC4CC(CC(C4)C2)C3)CC1,-7%,-21%,-5%,-15,3%,24%
CCCC(=O)Nc1cc(C)c(NC(=O)Cc2ccccc2)cn1,.,0%,-15%,-15,-11%,0%
COc1cc(OC)cc(-c2ncc3ccccn23)c1,?,?,?,-31,4%,-16%
N/C(=N\c1nc2c(c(=O)[nH]1)CCC2)Nc1ccccc1C(F)(F)F,-1%,19%,?,-20,.,-21%
Cc1ccc(NC(=O)CSCC(=O)NCc2cccc(C(F)(F)F)c2)cc1,-24%,3%,?,1,.,21%
CC1=C(C(=O)OC2CCCC(C)C2)C(c2ccccc2)NC(=O)N1 (configuration not stated),-18%,12%,5%,-12,11%,4%
CCOc1ccccc1/C=N/Nc1ccc(Cl)nn1,?,-8%,-13%,-25,-7%,-33%
O=C(CSc1nc2ccccc2c(=O)n1CCCN1CCOCC1)N1CCN(c2ccccc2)CC1,-23%,-15%,3%,127,2%,3%
CSc1ncccc1C(=O)NCC(=O)Nc1ccc(F)c(F)c1,13%,0%,-5%,?,6%,-12%
COc1ccc(-c2noc(-c3ccc(N4CCN(c5ccc(OC)cc5)CC4)c([N+](=O)[O-])c3)n2)cc1,.,-3%,-3%,4,.,.
CC12CCC(=O)N1C(C(=O)OCC(=O)Nc1ccc(S(N)(=O)=O)cc1)CS2 (configuration not stated),27%,-3%,-12%,-30,7%,-8%
Cc1oc(-c2ccccc2)nc1C(=O)O,17%,-2%,0%,1,0%,-6%
COc1ccccc1Oc1ncnc2c1cnn2-c1ccccc1,?,-17%,-3%,52,-13%,40%
CN(C(=O)COC(=O)c1cc2ccccc2cc1O)c1ccccc1,-25%,.,.,0,.,-22%
CCc1ccc(C(=O)COC(=O)CNC(=O)c2ccco2)cc1,3%,11%[11.4 µM],-11%,-13,3%,-11%
Cc1ccccc1-c1nnc(SCC(=O)N2CCCc3ccccc32)o1,.,8%,12%,-7,.,.
O=C1CNC(=S)N1Cc1ccccc1Cl,6%,-12%,-10%,12,-8%,-18%
CCOc1ccc(-n2ccnc2SCC(=O)Nc2cccc3ccccc23)cc1,.,13%,2%,?,.,.
CN(C)/C=C(\C#N)C(=O)Nc1ccc(F)cc1,-2%,-33%,1%,-32,0%,-6%
COc1ccc(N2C(=O)C3CCCN3C2c2ccc(F)cc2)cc1Cl (configuration not stated),11%,-35%,?,14,1%,1%
COc1ccc(-n2c(C)cc(C(=O)CN3C(=O)C(=O)N(Cc4ccccc4)C3=O)c2C)cc1,-15%,0%,4%,-17,?,-36%[11.4 µM]
CCOC(=O)/C=C/C(=O)OCC(=O)Nc1cccc(Br)c1,0%,18µM*,0%,-2,-1%,-21%
CCN(Cc1cccs1)C(=O)CN1CCN(S(=O)(=O)c2ccc3c(c2)OCCCO3)CC1,-22%,-5%,-11%,-18,.,139%[activator]
C/C(=N\Nc1nc(C)cc(-c2ccccc2)n1)c1ccccc1,16µM*,0%,?,?,7%,-11%
Cc1nc2ccc(Cl)cc2c(=O)n1-c1cccc(Cl)c1,-4%,-1%,?,-30,-6%,-14%
Cc1ccc(CNc2ncnc3onc(-c4ccc(F)cc4)c23)cc1,.,-7%,-5%,-15,.,.
CC1(c2nnc(Cc3ccccc3)o2)CC(c2cccc(Cl)c2)=NO1 (configuration not stated),3%,7%,2%,9,-1%,59%[activator]
C/C(=N\Nc1ccc(S(N)(=O)=O)cc1[N+](=O)[O-])c1ccccc1O,-9%,-1%,5%,-23,0%,-28%
CCN(CC)S(=O)(=O)c1ccc(OC)c(NC(=O)/C=C/c2ccco2)c1,?,3.2µM*,3%,-30,-12%,-24%
COC(=O)C(NC(=O)c1ccco1)(Nc1cc(C)ccn1)C(F)(F)F (configuration not stated),7%,-5%,?,-7,?,-15%
CC(C)Oc1ccc(C(=O)N(CN2CCCC2=O)c2ccc(F)cc2)cc1,0%,2%,-8%,-24,2%,76%[activator]
Nc1cc(Cl)ccc1C(=O)OCC(=O)NC1CCCCCCC1,-4%,-1%,8%,0,.,-26%
Cc1nc([N+](=O)[O-])c(SCC(N)=O)n1Cc1ccccc1,14%,0%,-4%,-32,4%,-12%
COc1ccc(-c2cc(C3CCN(c4ccc(C(C)=O)cc4[N+](=O)[O-])CC3)[nH]n2)cc1,11µM*,12%,-7%,-98*,-5%,-4%
O=C(Nc1ccc(CN2CCS(=O)(=O)CC2)cc1)c1ccccc1,6%,-1%,-5%,-30,-3%,-13%
Cc1cc(C(=O)NN=C(Cc2ccccc2)Cc2ccccc2)c(C)o1,-3%,-5%,-10%,?,6%,-19%
CCOc1ccc2nc(NC(=O)C3=NNC(=O)CC3)sc2c1,8%,-32%,-2%,-30,-5%,-27%
Nc1c(NC2CCCCC2)c2ccccc2oc1=O,-44%,-9%,?,-12,-4%,-40%
CSc1ccc(OCC(=O)Nc2ccc(N3CCOCC3)c(Cl)c2)cc1,10µM*,2%,2%,17,14%,-11%
CN1c2ccccc2C(=O)C(=C2SCCCS2)S1(=O)=O,9%,-1%,8%,-33,-13%,-33%
OCCC1CN(CC2CCCCC2)CCN1CC1CCCCC1 (configuration not stated),?,37%,-2%,18,3%,6%
Cc1c(Cl)cccc1NC(=O)CCS(=O)(=O)c1ccc2c(c1)oc(=O)n2C,.,-35%,0%,-5,.,.
CCOc1ccc(CCNC(=O)CCc2c(C)nc3c(c(C)nn3-c3ccccc3)c2C)cc1OCC,.,24%,10%,11,.,.
COc1cc(Cl)c(C)cc1NC(=O)COC(=O)c1cnc(C)cn1,-3%,-9%,-2%,-2,6%,24%

# By substructure: the entries above containing a COOH group
SMILES,HCV inh,Sm TGR inh,AmpC inh detg,HCMV inh,Giardia FBPA inh,AmpC inh no detg
Cc1ccc(N(CCC(=O)O)S(=O)(=O)c2ccc(C)cc2)cc1,2%,3%,-2%,-7,19%,-18%
Cc1oc(-c2ccccc2)nc1C(=O)O,17%,-2%,0%,1,0%,-6%

# Carrying on:
SMILES,HCV inh,Sm TGR inh,AmpC inh detg,HCMV inh,Giardia FBPA inh,AmpC inh no detg
CC1CCCCN1C(=O)C1CCN(c2nc(-c3ccccc3)nc3c2CCC3)CC1 (configuration not stated),4µM*,2%,0%,?,-8%,181%[activator]
O=C(Cn1c(C(=O)N2CCN(C3CCCCC3)CC2)cc2sccc21)c1ccccc1,-23%,2%,-13%,2,1%,70%[activator]
Cc1ccccc1CC(=O)N1CCCc2ccccc21,-3%,9%,3%,3,-10%,-37%
CC(C)COC(=O)N(C)c1ccc(C(O)(C(F)(F)F)C(F)(F)F)cc1,?,-16%,1%,8,-6%,-1%
